Screening data as filed in PubChem BioAssay.
aSyn tox rescue: inhibitors of alpha-synuclein toxicity in yeast | hit rate 0.02% among 94,000 | Potency, µM (doses to about 46.1 µM), inactives show at the highest dose growth rescue (activation), actives largely listed as activators | S. cerevisiae alpha-synuclein toxicity rescue, BacTiter-Glo growth, 24 h; active = well fitted activation curve with a large enough effect; also: 0% is about no effect
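Growth restoration measured by BacTiter-Glo luminescence after 24 hr at 30 deg C; alpha-synuclein yeast, raffinose-pregrown to mid-log, were added at OD600=0.02 in galactose medium onto pinned compounds.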
An asterisk follows results filed as active; & = joins results of further samples; [ ] = dose if it differs, or a comment. Potency is read from the fitted curve at half-maximal effect. An excerpt; the hit share may differ from the screen's.

SMILES	aSyn tox rescue
COc1cc(C(=O)NCCNC(=O)C2CCCNC2=O)cc(OC)c1OC (configuration not stated)	-9%
CCn1cc(C(=O)N2CCN(c3ccccc3F)CC2)c(=O)c2cc(S(=O)(=O)N(C)C3CCCCC3)ccc21	-5%
CC1CC(C)CN(S(=O)(=O)CC23CCC(CC2=O)C3(C)C)C1 (configuration not stated)	4%
CC1Oc2ccccc2N(CC(=O)NCc2ccc3c(c2)OCO3)C1=O (configuration not stated)	2%
Nc1nc(-c2ccc(F)cc2)cs1	-17%
O=C(CSc1nc2ccccc2[nH]1)N/N=C/c1ccncc1	0%
O=C(CSc1nnc(-c2ccccc2F)o1)N1CCCC1	-9%
COc1ccc(C(=O)N/N=C(\C)c2ccc3c(c2)C2C=CCC2C(c2ccccc2)N3)cc1 (configuration not stated)	4%
Cc1[nH][nH]c(=O)c1C(c1ccc(N(C)C)c(Br)c1)c1c(C)[nH][nH]c1=O	7%
Cc1noc(C)c1S(=O)(=O)N1CCC(C(=O)N2CCN(c3ccccc3)CC2)CC1	-3%
O=C(NCc1ccccn1)C1CN(S(=O)(=O)c2ccccc2)CCN1S(=O)(=O)c1ccccc1 (configuration not stated)	6%
CC(C)(C)Cc1c(-c2ccccc2)nc2ccc(Br)cn12	-23%
COc1ccc(C(C)=O)cc1CSc1nc(NCc2ccc(Cl)cc2)c2ccccc2n1	0%
CCc1cccc(CC)c1N(COC)C(=O)Cn1c(CC)nc2ccccc21	3%
COc1cc(/C=N\Nc2nc(-c3cccs3)c(NC(C)=O)s2)ccc1O	-3%
CCOC(=O)c1c(NC(=O)c2ccc(S(=O)(=O)N(C)C3CCCCC3)cc2)sc2c1CCN(C(C)C)C2	7%
Cc1ccc(S(=O)(=O)N2CCCCC2)cc1NC(=O)Cn1cnnn1	-4%
CCCOc1ccc(-c2nc3ccccc3c(=O)o2)cc1	1%
COc1ccc(OC)c(NC(=O)N2c3ccccc3Sc3ccccc32)c1	-8%
O=C(OCc1nc2ccccc2s1)c1ccccc1O	-12%
Cc1ccc(S(=O)(=O)N2CC(=NN=C(N)N)C2)cc1	7%
COc1ccc(C(=O)Nc2nnc(S(=O)(=O)N(CC(C)C)c3ccc(C)cc3)s2)cc1OC	3%
CCN(CC)C(=O)C(=O)N/N=C/c1ccc(C(=O)OC)cc1	-8%
CNc1c(NS(=O)(=O)c2ccc(F)c(Cl)c2)c(=O)oc2ccccc12	-45%[inhibitor]
CCS(=O)(=O)N1CCc2cc(C(=O)NCc3ccc(OC)cc3)ccc21	1%
O=C(c1cc(-c2ccccc2Cl)nc2ccccc12)N1CCC1	11%
CCOC(=O)CCn1cnc2onc(-c3cc(OC)ccc3Cl)c2c1=O	6%
Cn1c(=O)c2ccccc2n2c(CCl)nnc12	-11%
CCc1nn2c(-c3ccccc3OC)ccnc2c1-c1ccc(F)cc1	-2%
COc1ccc(NC(=O)C[C@H]2C(=O)N(c3ccccc3)C[C@@H]2C)cc1	5%
CC(=O)C1=C(O)C2(C)c3c(O)c(C)c(O)c(C(C)=O)c3OC2CC1=O (configuration not stated)	-71%[inhibitor]
COc1ccccc1C(C)Nc1nc(-c2cccnc2)nc2ccccc12 (configuration not stated)	-14%
COc1cccc(-c2nc(-c3ccc(-c4ccccc4)nc3OC)no2)c1	1%
COc1cc(OC)c(Nc2cc(C)nc3ncnn23)cc1Cl	-7%
COC(=O)Cn1c(CN2CCN(c3ccc(F)cc3)CC2)nc2c1c(=O)n(C)c(=O)n2C	-4%
COCC(C)NCc1cc(Br)ccc1OC (configuration not stated)	8%
Clc1cccc(-n2ncc3c(NCCCn4ccnc4)ncnc32)c1	4%
COc1c(C)cc(C(=O)C2CCCN(Cc3c(C)n(C)n(-c4ccccc4)c3=O)C2)cc1C (configuration not stated)	1%
CCCCCCN1C[C@@H](n2cc(COC(=O)c3ccccc3)nn2)[C@H](O)C[C@@H]1c1ccc(C)cc1	4%
CCOc1ccccc1CNC(=O)c1cc(-c2ccc(OC)cc2)nc2ccc(C(C)C)cc12	-5%
Cc1cc(C)n2nc(C(=O)OCC(=O)NC3CCS(=O)(=O)C3)nc2n1 (configuration not stated)	2%
O=C(O)C(c1ccccc1)N1C(=O)/C(=C\c2ccc(-c3cccc(Cl)c3)o2)SC1=S (configuration not stated)	9%
Cc1cc(NC(=O)Nc2ccccc2[N+](=O)[O-])no1	8%
CC1CC1C(=O)Nc1nc2ccc(Cl)cc2s1 (configuration not stated)	9%
Cc1ccc2c(Cl)c(C(=O)Nc3nn[nH]n3)sc2c1	7%
Cc1ccc(N2CC(C(=O)N3CCOCC3)CC2=O)cc1C (configuration not stated)	4%
CCOC(=O)c1ccc2c(c1)N(Cc1ccc(F)cc1Cl)C(=O)c1ccccc1S2(=O)=O	-6%
COc1ccc(NS(=O)(=O)c2cc(-c3onc(C)c3C)ccc2C)c(OC)c1	-1%
Cn1c(N)c(C(=O)CSc2nnc(NC3CCCCC3)s2)c(=O)n(C)c1=O	-4%
COc1ccc(-c2cn3nc(SCC(=O)Nc4ccccc4F)ccc3n2)cc1	-7%
CC(C)Sc1ccc(C(=O)Nc2ccc(F)cc2F)cn1	2%
CC(=O)c1cc(-c2ccccc2)n(CCC(=O)NCc2ccc(C)cc2)c1C	4%
COc1ccc(OC)c(N(C(=O)c2snc(C(N)=O)c2N)C(C(=O)NCc2ccccc2)c2ccc(O)cc2)c1 (configuration not stated)	-6%
C[C@@H]1CN([C@@H](C)CO)S(=O)(=O)c2ccc(Br)cc2O[C@H]1CN(C)Cc1ccc(-c2ccccc2)cc1	-13%
Cc1cccc(-c2nc(CS(=O)CC(=O)N3CCCCC3)c(C)o2)c1 (configuration not stated)	1%
COc1ccc(CCNC(=O)c2ccc(NS(=O)(=O)c3ccc4[nH]c(=O)[nH]c4c3)cc2)cc1	-5%
CCCc1nn2c(=O)cc(COC(=O)C3CCCCC3)nc2s1	-1%
Cn1c(SCC(=O)Nc2ccccc2F)nc2c([nH]c3ccccc32)c1=O	-6%
CCCCn1c(=NC(=O)C(C)(C)Oc2ccc(Cl)cc2)c(C(=O)OCC)cc2c(=O)n3ccccc3nc21	-2%
C=CCN(C(=O)CCC(=O)Nc1cc(C)on1)C(C(=O)NC1CCCC1)c1ccc(C)cc1 (configuration not stated)	-7%
The results go on:
SMILES	aSyn tox rescue
CCc1cccc(C)c1Nc1c(-c2ccccc2)nc2sccn12	-7%
CSCCC(NC(=O)c1ccc(Cl)cc1Cl)C(=O)NCc1ccncc1 (configuration not stated)	7%
COc1ccc(CCNC(=O)C(=O)NCC(c2cccs2)S(=O)(=O)c2cccs2)cc1 (configuration not stated)	3%
COc1cc(NC(=O)c2nc3cc(C)c(C)cc3n(C)c2=O)cc(OC)c1OC	9%
COc1ccc(CN2CCc3c(c(=O)n4ncc(C(=O)N5CCN(c6ccc(F)cc6)CC5)c4n3C)C2)cc1	8%
O=C(c1cccc(Cl)c1)N1CCC(N2CCC(C(=O)N3CCOCC3)CC2)CC1	4%
Clc1ccccc1CN1CCc2nc(N3CCN(c4ncccn4)CC3)ncc2C1	-5%
O=[N+]([O-])c1ccc(C2OCCO2)cc1CS(=O)(=O)c1ccccc1	-33%[inhibitor]
Cc1ccc(NC(=O)CCNCc2ccco2)cc1S(=O)(=O)N(C)C	-1%
NS(=O)(=O)c1ccc(NC(=O)CSc2ncccn2)cc1	1%
OCCNc1nc(Nc2cccc(O)c2)nc2ccccc12	0%
Cc1cc(=O)oc2cc(NC(=O)CN3C(=O)NC(C)(c4ccccc4)C3=O)ccc12 (configuration not stated)	5%
N#CC1=C(SCC(N)=O)NC(=O)CC1c1cccc2ccccc12 (configuration not stated)	10%
COc1ccc(-c2cn3nc(N4CCC(C(=O)NCc5ccc(F)cc5)CC4)sc3n2)cc1	-4%
Cc1ccc(NC(=O)/C=C/c2ccccc2)c(Br)c1	-12%
CC(=O)c1c(C)[nH]c(C(=O)COC(=O)C2CC2)c1C	7%
O=C(Nc1ccncc1)c1ccc(Cl)c(S(=O)(=O)N2CCCC2)c1	-6%
Cc1ccc(S(=O)(=O)Nc2nc3ccccc3nc2NCC2CCCO2)c(C)c1 (configuration not stated)	12%
CCN(C(=O)c1ccc2c(Cl)c3c(nc2c1)CCC3)c1ccc(C)c(C)c1	1%
COc1ccc2c(C)cc(SCC(=O)Nc3nsc(-c4ccc(C(C)(C)C)cc4)n3)nc2c1	-31%[inhibitor]
O=C(O)Cn1cc(/C=C2/NC(=O)N(c3ccc(Cl)cc3)C2=O)c2ccccc21	-1%
COc1ccc(CNS(=O)(=O)c2ccc3c(c2)NC(=O)C(C)C(=O)N3)cc1 (configuration not stated)	-11%
CCOc1cc(NC(=S)NCC2CCCO2)c(OCC)cc1NC(=O)c1ccccc1F (configuration not stated)	-1%
CC#CCOCC1CN(C)C(=O)O1 (configuration not stated)	9%

Ordered by molar mass (smallest number first): 18 of the compounds above
SMILES	aSyn tox rescue
CC#CCOCC1CN(C)C(=O)O1 (configuration not stated)	9%
CC(=O)c1c(C)[nH]c(C(=O)COC(=O)C2CC2)c1C	7%
OCCNc1nc(Nc2cccc(O)c2)nc2ccccc12	0%
Cc1ccc(NC(=O)/C=C/c2ccccc2)c(Br)c1	-12%
O=[N+]([O-])c1ccc(C2OCCO2)cc1CS(=O)(=O)c1ccccc1	-33%[inhibitor]
O=C(Nc1ccncc1)c1ccc(Cl)c(S(=O)(=O)N2CCCC2)c1	-6%
CCN(C(=O)c1ccc2c(Cl)c3c(nc2c1)CCC3)c1ccc(C)c(C)c1	1%
COc1ccc(CNS(=O)(=O)c2ccc3c(c2)NC(=O)C(C)C(=O)N3)cc1 (configuration not stated)	-11%
O=C(O)Cn1cc(/C=C2/NC(=O)N(c3ccc(Cl)cc3)C2=O)c2ccccc21	-1%
COc1cc(NC(=O)c2nc3cc(C)c(C)cc3n(C)c2=O)cc(OC)c1OC	9%
Cc1cc(=O)oc2cc(NC(=O)CN3C(=O)NC(C)(c4ccccc4)C3=O)ccc12 (configuration not stated)	5%
Cc1ccc(S(=O)(=O)Nc2nc3ccccc3nc2NCC2CCCO2)c(C)c1 (configuration not stated)	12%
O=C(c1cccc(Cl)c1)N1CCC(N2CCC(C(=O)N3CCOCC3)CC2)CC1	4%
Clc1ccccc1CN1CCc2nc(N3CCN(c4ncccn4)CC3)ncc2C1	-5%
CCOc1cc(NC(=S)NCC2CCCO2)c(OCC)cc1NC(=O)c1ccccc1F (configuration not stated)	-1%
COc1ccc(-c2cn3nc(N4CCC(C(=O)NCc5ccc(F)cc5)CC4)sc3n2)cc1	-4%
COc1ccc2c(C)cc(SCC(=O)Nc3nsc(-c4ccc(C(C)(C)C)cc4)n3)nc2c1	-31%[inhibitor]
COc1ccc(CN2CCc3c(c(=O)n4ncc(C(=O)N5CCN(c6ccc(F)cc6)CC5)c4n3C)C2)cc1	8%

Next part:
SMILES	aSyn tox rescue
Cc1noc(C)c1NC(=O)NC(c1ccccc1)c1ccccc1	-6%
CCOc1ccc(NC(=O)Cn2c(=O)n(Cc3nc(-c4ccccc4)no3)c(=O)c3cc4c(cc32)OCO4)cc1	-9%
O=C(NCCc1ccccc1)c1ccc(CSc2nc3cccnc3n2Cc2ccc(F)cc2)cc1	1%
O=C(Nc1ccc(Br)cc1F)N1CCC(CN2CCCC2)CC1	3%
CCc1ccc([C@@H]2C[C@H]3[C@@H](CN2S(=O)(=O)c2ccc(C)cc2)C(=O)C[C@@H](c2ccc(Cl)cc2)N3S(=O)(=O)c2ccccc2C)cc1	4%
CC(c1ccon1)N(C)C(=O)c1cccc(OC2CCN(S(C)(=O)=O)CC2)c1 (configuration not stated)	9%
Cc1ccccc1C(=O)NC1CC2CCCC(C1)N2CC(C)C (configuration not stated)	-9%
CC(NC(=O)CCCC1=NS(=O)(=O)c2ccccc2N1)c1ccccc1 (configuration not stated)	-10%
O=C1N=C(N2CCc3ccccc3C2)S/C1=C\c1ccc(O)cc1	9%
Cc1cc(C)c(NC(=O)CNC(=O)c2cc([N+](=O)[O-])ccc2N2CCOCC2)c(C)c1	8%
Cc1cccc(NC(=O)NCCn2c(=O)oc3ccc(C)cc32)c1	7%
COCCNc1nc2c(c(=O)n(C)c(=O)n2C)n1Cc1c(F)cccc1Cl	7%
O=C(Nc1ccccc1N1CCCC1)C1CCN(S(=O)(=O)c2ccccc2)CC1	15%
CC(C)c1nn2c(=O)cc(COC(=O)c3ccc(NC(=O)c4cccs4)cc3)nc2s1	9%
O=C1CCN(CCCN2CCC(=O)NC2=S)C(=S)N1	2%
Cc1ccnc(NC2c3ccccc3C(=O)N2Cc2ccccc2Cl)c1 (configuration not stated)	0%
Cc1nn2c(C)c(C(=O)NCc3cccc(Br)c3)cnc2c1-c1ccccc1	6%
CC(=O)C1=C(O)C(=O)N(c2cccnc2)C1c1cccc([N+](=O)[O-])c1 (configuration not stated)	-9%
COc1ccc(S(=O)(=O)c2cnc3cc(OC)c(OC)cc3c2N2CCCC(C)C2)cc1 (configuration not stated)	-12%
COc1ccc(Cl)cc1NC(=O)c1c(NCc2ccc(C)o2)sc2c1CCC(C)C2 (configuration not stated)	7%
Cc1[nH]n2c(=O)cc(-c3ccccc3Cl)nc2c1-c1ccccc1	-4%
O=C(Nc1ccccc1F)c1cc(S(=O)(=O)N2CCOCC2)ccc1N1CCOCC1	-3%
CCOC(=O)C1CCN(c2nc3c(S(=O)(=O)c4ccc(CC)cc4)nnn3c3ccc(Cl)cc23)CC1	1%
CCOc1ccccc1CNC(=O)c1ccc2nc(N3CCC(C)CC3)sc2c1	-6%
Cc1oc(C)c2c(=O)cc(-c3ccc4c(c3)OCO4)cc(OC(=O)c3cccc(Br)c3)c12	0%
COc1ccc2cc3c(N)nn(C(=O)c4ccccc4Cl)c3nc2c1	1%&-2%
CC(=O)Nc1ccc(NC(=O)C/C(C)=N/NC(=O)COc2cc(C)c(Br)cc2Br)cc1	1%
Cc1cc(C(=O)NNC(=O)COc2ccccc2Cl)n[nH]1	-8%
O=C(Nc1nc2c(F)cc(F)cc2s1)C1CCN(C(=O)c2ccc(F)cc2)CC1	-8%
Cc1ccc(Cl)cc1N1CCN(C(=O)c2c(C)oc3ncnc(N4CCCCC4)c23)CC1	3%
O=C(CSc1ncn[nH]1)NC1CCCc2ccccc21 (configuration not stated)	-2%
